Assay outcomes deposited in PubChem by several laboratories.
HSP90 refold inh = HSP90 inhibitors, primary screen, cell lysate, luminescence; Heat shock protein HSP 90 (rabbit reticulocyte lysate; luciferase refolding); Rabbit reticulocyte lysate, luciferase refolding luminescence, 3 h; inhibition, % at 5.6 µM; 290,000 tested, 0.91% active;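 active = inhibition above the screen-wide mean plus 3 SD, computed separately per campaign, cut at about 16% in these data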;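 also: 0% = DMSO wells and 100% = 60 µM geldanamycin wells; inhibitors lower the luminescence because luciferase stays unfolded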
aSyn 5UTR inh = MLPCN primary screen, SNCA 5' untranslated region | alpha-synuclein 5'UTR reporter, inhibitor activity | inhibition, % (tested at 7.5 µM) | 300,000 tested, 0.82% active; in the data active = inhibition above about 60%;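 also: H4 neuroglioblastoma cells stably carrying SNCA 5'UTR luciferase fusion; 0% = DMSO wells and 100% = positive control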
HSF-1 act = HSF-1 activators, primary screen, NIH3T3-HGL cells, MG132 stress, luminescence, single point; NIH3T3-HGL HSF-1 luciferase reporter, 8 h; 100% = twice DMSO control signal; activation, % at 9 µM; 300,000 tested, 1.7% active;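 active = mean replicate activation of at least 50% with a set share of replicates each reaching 50%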;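 also: 0% = median of the neutral control wells and 100% = twice that signal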
HIF activator = HIF pathway transcriptional activators, primary screen, cell-based, U2OS HRE-luciferase, luminescence | U2OS HRE-luciferase reporter; normalized: DMSO 0%, desferrioxamine 100% | activation, % at 7.5 µM (by protocol) | 300,000 tested, 0.32% active;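 active = mean activation of at least 10% of the iron chelator positive control signal, with at least half of replicates also reaching 10%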
HDAC3 inh = HDAC3 deacetylase inhibitors, primary screen, biochemical, fluorescence, cell-free homogeneous. Histone deacetylase 3 (Homo sapiens), O15379. recombinant HDAC3, fluorogenic peptide/trypsin coupled. inhibition, % at 8.3 µM. 320,000 tested, 0.15% active. AID 2718, 2010; in the data active = inhibition above about 26%, passing the limit was not always enough
Target sequence (O15379 whole entry, looked up): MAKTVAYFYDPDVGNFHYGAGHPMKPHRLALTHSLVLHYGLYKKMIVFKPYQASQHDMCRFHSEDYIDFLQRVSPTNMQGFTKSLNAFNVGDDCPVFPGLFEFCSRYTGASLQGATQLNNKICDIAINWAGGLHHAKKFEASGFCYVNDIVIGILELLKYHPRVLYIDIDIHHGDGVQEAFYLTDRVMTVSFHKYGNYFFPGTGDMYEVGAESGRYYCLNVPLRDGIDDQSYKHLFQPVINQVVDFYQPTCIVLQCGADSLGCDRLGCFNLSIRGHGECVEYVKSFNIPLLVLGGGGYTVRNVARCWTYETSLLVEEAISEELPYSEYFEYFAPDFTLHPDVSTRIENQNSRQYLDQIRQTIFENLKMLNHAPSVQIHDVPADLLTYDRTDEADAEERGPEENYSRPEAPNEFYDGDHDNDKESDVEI
Platelet DG rel = inhibitors of platelet dense granule secretion, primary screen, cell-based, MLPCN, human platelets. human platelet-rich plasma, SFLLRN dense granule ATP release, luminescence. AID 1663, 2009. inhibition, %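 (compounds screened at 7.5 µM in platelet-rich plasma)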. 300,000 tested, 0.22% active;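 active = mean replicate score, as percent of positive control, at or above 50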
IEC-6 tox = cytotoxicity in IEC-6 intestinal epithelial cells, primary screen, cytotoxicity control for KLF5 inhibitor project, cell-based, luminescence. IEC-6 cytotoxicity, luminescence viability. inhibition, % at 5 µM. 290,000 tested, 0.78% active. AID 1825, 2009; in the data active = inhibition above about 22%;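 also: 0% = plate median of test compound wells and 100% = cytotoxic reference compound wells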
KLF5 inh = KLF5 expression inhibitors, primary screen, DLD-1 cells, luminescence; DLD-1 KLF5 promoter-luciferase reporter; inhibition, % at 5 µM; 290,000 tested, 0.23% active; AID 1700, 2009;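 active = inhibition above a per-plate limit of that plate's mean compound inhibition plus 3 SD, cut at about 60% in these data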;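 also: 0% = DMSO wells and 100% = LY294002 at 200 µM; higher means less KLF5 promoter-driven luciferase light; inactives centre near -14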
HSF1 inhib = HSF1 inhibitors in luciferase reporter cells, primary screen, cell-based, NIH3T3, luminescence; activity change, negative = inhibition, % at 7.5 µM (by protocol); 300,000 tested, 0.77% active; NIH3T3-HGL HSE-luciferase, MG132-induced, luminescence 8 h; active compounds read low;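 active = more than half of replicate wells show activity change below -50%, luminescence cut by over half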;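 also: luciferase reports HSF-1 transcriptional activity via heat shock element; 0% = median of DMSO wells and -100% = zero luminescence signal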
AI-2 QS modul = Vibrio harveyi AI-2 quorum sensing modulators, primary screen, JMH597 strain, luminescence/OD600 ratio. 300,000 tested, 0.4% active. activity change, % at 7.5 µM. Vibrio harveyi JMH597 AI-2 luminescence/OD600 ratio, 9 h; active compounds read low; strain lacks LuxN and CqsS sensors; 0 = neutral-control median; in the data active = activity change below about -75%, passing the limit was not always enough;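 also: luminescence divided by OD600 gain over 9 h not by final OD600 alone; inactives centre near 13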
Active calls of the source: *; / = no result given.

The opening 2 compounds, to show the layout:
SMILES	HSP90 refold inh	aSyn 5UTR inh	HSF-1 act	HIF activator	HDAC3 inh	Platelet DG rel	IEC-6 tox	KLF5 inh	HSF1 inhib	AI-2 QS modul
COc1ccccc1C1=NOC(COC(=O)c2ccc(Br)cc2)C1 (stereo not drawn)	2	-12	0	0.3	-7	2	3	-2	3	37
CC(=O)c1cc(CCC(=O)NC2CCCCCC2)oc1C	-4	-5	5	-0.7	-8	6	-4	-46	-2	32

Main list, previewed entries included:
SMILES	HSP90 refold inh	aSyn 5UTR inh	HSF-1 act	HIF activator	HDAC3 inh	Platelet DG rel	IEC-6 tox	KLF5 inh	HSF1 inhib	AI-2 QS modul
COc1ccccc1C1=NOC(COC(=O)c2ccc(Br)cc2)C1 (stereo not drawn)	2	-12	0	0.3	-7	2	3	-2	3	37
CC(=O)c1cc(CCC(=O)NC2CCCCCC2)oc1C	-4	-5	5	-0.7	-8	6	-4	-46	-2	32
CC(C)c1ccc(N2C(=NC(=O)C3CC3)SC3CS(=O)(=O)CC32)cc1 (stereo not drawn)	6	-6	0	0.3	-4	-6	3	-5	0	-4
CC/C(=N\NC(=S)Nc1ccc(OC)cc1)c1ccc(OC(F)F)cc1	0	14	-5	1.2	13	-6	-3	-27	-8	0
CCN(CC(=O)Nc1ccccc1C(F)(F)F)C(=O)CSCc1ccc(C)cc1	/	11	2	-0.2	8	2	/	/	8	30
CC(C)(C)N(NC(=O)Nc1ccccc1)C(=O)c1ccccc1Cl	4	-8	11	0.0	-1	3	3	-14	-3	8
COc1ccccc1C(c1nnnn1C(C)(C)C)N1CCN(Cc2ccccc2)CC1 (stereo not drawn)	-2	-14	19	-1.1	-1	/	-10	-45	4	11
N#Cc1nc(COc2ccccc2)oc1N1CCN(c2cccc(Cl)c2)CC1	0	17	-4	0.3	3	/	-2	-30	-4	18
CCCN1C(=O)/C(=C/c2ccco2)SC1=Nc1ccc(OC)cc1	-2	38	14	-0.8	-2	0	1	-50	10	22
Clc1ccc(-c2nnc(-c3ccc(Br)o3)o2)c(Cl)c1	-1	-192	60*	2.3	3	0	-6	-43	43	7
Cc1nc2ccccc2c2oc(C(=O)Nc3ccc4c(c3)OCCO4)cc12	-4	-2	-14	0.8	0	2	-1	-31	-11	37
O=C1NCCN1CCNS(=O)(=O)c1cc(C(F)(F)F)cc(C(F)(F)F)c1	-1	14	-17	0.0	-2	-5	10	-12	1	-9
CC1CCc2sc(C(=O)N=Nc3c(O)[nH]c4ccccc34)cc2C1 (stereo not drawn)	6	-51	9	0.1	0	-8	4	12	-6	5
CN1CCN(C(=O)c2ccccc2-c2nc(-c3ccccc3)no2)CC1	0	/	/	/	-4	/	-4	-20	/	13
CCC(C)c1ccc(NC(=O)CSc2nncn2N)cc1 (stereo not drawn)	2	-23	0	0.1	15	1	-3	-17	2	45
COc1cc(/C=C(\C#N)C(=O)NC2CCCCC2C)ccc1OS(=O)(=O)c1ccc(C)cc1 (stereo not drawn)	3	-27	64*	3.2	7	-1	-3	15	50	-7
O=C(CSc1cccc2cccnc12)Nc1ccc(S(=O)(=O)N2CCOCC2)cc1	0	13	0	-0.6	-1	-1	-3	-37	2	-31
CC(C)CNc1oc(-c2ccco2)nc1C#N	0	6	1	0.7	-31	-2	3	7	-2	4
Cc1ccc(NC2c3ncccc3C(=O)N2c2ccccc2C)cc1C (stereo not drawn)	2	-168	-13	1.3	-2	5	0	0	-8	23
C#CCN(C(=O)c1ccc(OC2CCN(C(=O)CCOC)CC2)cc1)C1CCCCC1	-2	3	-5	-2.7	2	-8	-3	-26	4	0
CCOC(=O)N1CCN(C(=O)c2ccc(Cl)c(S(=O)(=O)N3CCOCC3)c2)CC1	-1	27	-18	-1.5	-16	15	2	-4	0	7
Cc1ccccc1CSCCNC(=O)c1ccc(N(C)S(=O)(=O)c2ccccc2)cc1	3	3	-12	0.0	9	5	-2	-30	5	48
O=C1c2oc3ccc(Cl)cc3c(=O)c2C(c2ccccn2)N1CCCN1CCOCC1 (stereo not drawn)	/	-23	-22	0.0	-3	2	/	/	-2	14
O=C(COc1ccccc1)NCC(c1ccco1)N1CCCCC1 (stereo not drawn)	/	-1	-8	-0.2	-1	-25	/	/	-7	16
CCOc1ccccc1NC(=O)CSc1nccn1-c1ccccc1	-2	7	-13	-0.2	6	-2	-1	-7	2	18
Cc1ccc(S(=O)(=O)Cc2ccc(C(=O)NCCc3ccccc3)o2)cc1	0	17	9	0.3	0	-3	-10	-18	6	-9
CCOc1ccc(NC(=O)CN2C(=O)COc3ccc(S(=O)(=O)N4CCCC4)cc32)cc1	14	1	-17	0.0	2	-1	7	-14	-2	24
Cc1cc(N2CCN(Cc3cn(C)nc3-c3cccc(Cl)c3)CC2)cc(C)n1	3	72*	-1	-1.2	2	-3	11	-21	-7	8
COc1ccc(NC(=S)N2CCC(NC(=O)c3cccc(F)c3)CC2)cc1	-5	22	17	0.1	2	0	-8	-18	3	14
CC(C)(C)c1ccc(/C=N/N2CCN(c3ccccn3)CC2)cc1	-5	-58	10	-0.4	0	4	-1	-13	3	28

As entered above:
Value of C#CCN(C(=O)c1ccc(OC2CCN(C(=O)CCOC)CC2)cc1)C1CCCCC1 in Platelet DG rel: -8
Value of CC(=O)c1cc(CCC(=O)NC2CCCCCC2)oc1C in AI-2 QS modul: 32

Complete entries, quoted from the list. Order of values: HSP90 refold inh	aSyn 5UTR inh	HSF-1 act	HIF activator	HDAC3 inh	Platelet DG rel	IEC-6 tox	KLF5 inh	HSF1 inhib	AI-2 QS modul
C#CCN(C(=O)c1ccc(OC2CCN(C(=O)CCOC)CC2)cc1)C1CCCCC1 is listed with -2	3	-5	-2.7	2	-8	-3	-26	4	0
CC(C)(C)c1ccc(/C=N/N2CCN(c3ccccn3)CC2)cc1 is listed with -5	-58	10	-0.4	0	4	-1	-13	3	28
COc1ccc(NC(=S)N2CCC(NC(=O)c3cccc(F)c3)CC2)cc1 is listed with -5	22	17	0.1	2	0	-8	-18	3	14

Next part:
SMILES	HSP90 refold inh	aSyn 5UTR inh	HSF-1 act	HIF activator	HDAC3 inh	Platelet DG rel	IEC-6 tox	KLF5 inh	HSF1 inhib	AI-2 QS modul
Cc1nc(CNS(=O)(=O)c2ccc(Oc3ccccc3)cc2)cs1	3	-14	-4	-0.1	5	-10	2	-31	-5	55
COc1ccccc1N1CCN(C(=O)c2coc(=O)c(Br)c2)CC1	2	-15	31	0.0	-24	-7	6	-1	-2	14
Cc1ccc2nc(-c3ccccn3)cc(C(=O)NCCc3ccc(F)cc3)c2c1	4	-13	17	-0.2	-4	-11	5	-34	9	-1
CCCc1nnc(SCC(=O)NC2CC2)n1CC	-2	-4	36	-0.3	-4	-3	-8	-24	-3	23
CCSc1nnc(NC(=O)Cc2ccc(OC)c(OC)c2)s1	1	7	5	0.2	-3	-3	-1	17	-9	0
O=S(=O)(c1ccc(Cl)cc1)N1CCC(O)(c2cccnc2)CC1	7	-2	2	-0.4	1	-1	-1	-5	-6	22
CCc1cc(C(c2ccccn2)N2CCN(C)CC2)c(NC(=O)c2ccccc2)s1 (stereo not drawn)	1	-16	19	0.1	3	-6	-3	-23	7	19
CN1C(=O)/C(=C/c2ccc(O)c([N+](=O)[O-])c2)N(C)C1=S	-1	5	-1	0.4	0	9	0	7	-8	15
COc1cc(C2N(c3ccccc3)CCN2c2ccccc2)ccc1OC(C)=O	-1	-14	-28	1.0	3	15	9	-20	-11	12
C=CCNC(=O)CN(CCc1ccccc1)S(=O)(=O)c1ccccc1	-5	1	14	0.5	5	9	-2	-40	-5	2
COc1cccc(CN2CCN(C3CCN(c4ccccc4F)CC3)CC2CCO)c1 (stereo not drawn)	-1	6	-3	-1.6	-2	-10	3	3	1	7
CC1CN(C(=O)c2ccccc2C(=O)c2ncc[nH]2)CC(C)O1 (stereo not drawn)	1	-4	4	0.2	-4	10	0	-5	-2	21
O=C(CCn1nc(-c2ccccc2)c2ccccc2c1=O)N1CCN(c2ccccc2)CC1	-2	25	36	0.3	3	-1	-3	-10	5	1
Cc1ccc(-c2nnc(SCC(=O)CC(=O)Nc3ccccc3)n2C)cc1	-3	-9	-1	-0.3	-3	3	-8	-25	3	15
O=C(COc1ccccc1)c1cn(CC(=O)N2CCOCC2)c2ccccc12	-3	-3	23	0.1	-2	0	0	-33	4	8

Records listed so far printed as active in aSyn 5UTR inh.
molecule	HSP90 refold inh	aSyn 5UTR inh	HSF-1 act	HDAC3 inh	Platelet DG rel	KLF5 inh	HSF1 inhib	AI-2 QS modul
Cc1cc(N2CCN(Cc3cn(C)nc3-c3cccc(Cl)c3)CC2)cc(C)n1	3	72*	-1	2	-3	-21	-7	8

Next section
SMILES	HSP90 refold inh	aSyn 5UTR inh	HSF-1 act	HIF activator	HDAC3 inh	Platelet DG rel	IEC-6 tox	KLF5 inh	HSF1 inhib	AI-2 QS modul
O=C1NCCN1C(=O)c1ccco1	5	-16	0	-0.7	-3	-11	3	-8	-1	18
COc1ccccc1-c1ccc2nnc(SCC(=O)N3CCCC3)n2n1	/	27	3	-0.1	4	16	/	/	-2	24
c1ccc(SSc2ccccc2)cc1	7	-36	10	0.0	-2	-2	0	-22	-4	18
O=C(CSCc1ccccc1Br)NNC(=S)NCc1ccco1	-3	13	17	-1.6	0	-3	-4	-44	-2	6
CCCCCCC(=O)N/N=C/c1ccc(Br)cc1	-4	23	16	-0.7	6	2	-7	15	4	-22
O=C(CN1C(=O)NC(Cc2ccccc2)C1=O)Nc1ccc(OC(F)F)cc1 (stereo not drawn)	/	10	-54	-2.0	6	-4	/	/	-45	-68
Cn1c(SCC(=O)N/N=C/C=C/c2ccccc2[N+](=O)[O-])nc2ccccc21	3	11	1	0.1	0	-2	-2	-4	-5	18
O=C(Nc1ccccc1)N(Cc1ccccc1)Cc1ccccc1	0	11	-2	-0.1	/	-14	-4	-33	10	15
COc1ccccc1CNC(=O)c1cccc(C)c1[N+](=O)[O-]	0	9	14	0.1	-1	5	-2	-16	-2	12
COC(=O)c1ccccc1NC(=O)CSc1nnnn1CC(=O)O	-2	7	-12	-0.3	-2	2	2	-10	-8	27
O=C(Nc1cc2c(cc1Br)OCCCO2)c1cccnc1	-3	-29	-6	0.5	-7	9	0	-53	3	17
CSC(=NC#N)N1CCN(C(=NC#N)SC)CC1	-17	4	5	0.1	-8	1	2	-15	5	13
